human PMI inhibition – inhibitors of human PMI, primary screen, biochemical, fluorescence intensity, coupled assay (AID 1209) | actives 0.42% (n = 190,000) | purified PMI enzyme, coupled fluorescence intensity; higher % means a stronger effect | inhibition, % at 20 µM, or IC50 in µM where a hit was titrated;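 also: plate controls were DMSO vehicle for no effect and wells lacking substrate for full effect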
Autophagy HCS – autophagy modulation, high-content screen; calls only at 10 µM (by protocol); actives 0.98% (n = 190,000); AID 463193; MEF GFP-LC3 puncta imaging; test concentration mostly 10 µM;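 active = percentage of spot-positive cells more than 3 SD above its plate mean, without a fluorescence outlier flag or 80% toxicity; inconclusive = no clear call, values can overlap the other calls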;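 also: spot-positive cell cutoff set from DMSO-treated cells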
Ins promoter up – MIN6 insulin promoter up-regulation. MIN6 insulin promoter-GFP reporter, high-content imaging; hits give high values. z-score at 5 µM. actives 0.3% (n = 190,000);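 active = z-score above 3 at 5 µM with at least 500 cells counted in the well; inconclusive = wells under 500 cells, flagged as cytotoxic or low count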
bCat nuc transl – alters nuclear translocation of beta-catenin in HeLa cells. immunofluorescence imaging. nuclear translocation activity, % at 5 µM. actives 0.3% (n = 190,000). AID 1665;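 active = nuclear translocation activity above 50% at 5 µM, with a well cell count of 50 or more; inconclusive = wells under 50 cells across six images, flagged as toxic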;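 also: per-cell ratio of nuclear to cytoplasmic median beta-catenin stain intensity; plate controls were DMSO negative control for no effect and GSK-3 inhibitor IX positive control for full effect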
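Test system: human HeLa cells, endogenous beta-catenin. Times: 24 h compound exposure, 37°C. Measured by: beta-catenin immunofluorescence imaging with DAPI.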
T cell modulator – T cell immune modulation candidate | actives 0.068% (n = 330,000) | calls only at 7 µM | 2C CD8+ T cell-vesicle binding, flow cytometry; hits give low values | AID 2052;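 active = response, share of CD8 T cells binding vesicles, and their 90th percentile fluorescence all below set limits, cut at about 80% in these data, passing the limit was not always enough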
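Benchmarks: naked versus QL9-loaded vesicles / Assay system: purified 2C TCR transgenic mouse naive CD8+ T cells / Technique: high-throughput flow cytometry with anti-B7-1 and anti-CD8 staining / Timing: Cell–vesicle co-incubation 1.5 h at 37 °C, staining 20 min on ice / Read-out: percent CD8+ FL2 mean versus row control / Probe or stimulus: QL9-loaded Drosophila micro-vesicles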
Lipid droplet – hepatic lipid droplet formation modulation; AML12 mouse hepatocytes, oleate lipid droplets, BODIPY imaging; inhibition, % at 6.5 µM; actives 0.4% (n = 240,000); AID 1656;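 active = lipid droplet intensity inhibited by at least 50%, with more than 500 cells counted; inconclusive = wells with under 300 cells, treated as cytotoxic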
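Material – mouse AML12 hepatocyte cell line, fixed after treatment · Compound dosing – one dose, 6.5 µM compound · Times – compound with oleate, overnight · Measured by – Image-based BODIPY and DAPI two-channel analysis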
human PMI inhibitors – MPI inhibition at elevated mannose 6-phosphate – biochemical, fluorescence intensity, high mannose 6-phosphate, primary screen (AID 1220); recombinant PMI enzyme, coupled fluorescence intensity; higher % means a stronger effect; inhibition, % at 20 µM, or IC50 in µM where a hit was titrated; actives 0.66% (n = 190,000)
TNAP activation fold – human TNAP enzyme activators, primary screen, biochemical, luminescent, no phosphate acceptor, uHTS (AID 1001) | purified TNAP, luminescent activation assay, no phosphate acceptor; higher activation fold means a stronger effect | one-dose activation fold at 20 µM; EC50 in µM for titrated hits | actives 0.03% (n = 200,000); in the data active = activation fold from about 3, or a potency from the dose series; inactive = the rest, 99 in 100 with activation fold below about 1.6; also: many of its hits are not listed in these tables
MT stabilizer – stabilizes microtubules in HeLa cells. % tubulin-high responders, % at 10 µM. HeLa tubulin immunostaining HCS, 24 h; share of cells brighter than vehicle mean+2SD. actives 0.83% (n = 200,000);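 active = plate Z-score above 3 for both tubulin-high and condensed-nucleus cell shares, with cell loss under 80%, at 10 µM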;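 also: anti alpha tubulin signal scored within the nucleus-defined area of each cell; some results filed as inactive read as strong as hits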
Ins promoter up cell count – second read-out of Ins promoter up, no call of its own (marks repeat the call); cell count; measured here: cytotoxicity, nuclei count;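 total cells summed across four imaged fields per well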
Lipid droplet cells 6.5 µM – second read-out of Lipid droplet, no call of its own (marks repeat the call); cell count; measured here: cell count, cytotoxicity flag;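 cells counted across two imaged fields per well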
bCat nuc transl cell count 5 µM – second read-out of bCat nuc transl, no call of its own (marks repeat the call); cell count; measured here: cell count, cytotoxicity flag
T cell modulator vesicle-bound % – recorded beside T cell modulator, whose call it bears; double positive events, %; measured here: CD8+ vesicle-bound cell fraction;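 binding gate set so that unloaded-vesicle control wells show 10% double positive cells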
MT stabilizer Hoechst-high % – further read-out of MT stabilizer, marked with its call; % Hoechst-high responders; measured here: nuclear condensation Hoechst responders;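 share of cells brighter than vehicle mean plus two SD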
MT stabilizer cytotoxicity % – further read-out of MT stabilizer, marked with its call; toxicity, %; measured here: cytotoxicity by cell density;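 0% = mean cell density of plate MIN control wells and 100% = no cells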
Autophagy HCS cell loss 18 h – also measured in Autophagy HCS; calls as there; toxicity, %; measured here: cell loss, nuclei count;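 cell loss after 18 h compound exposure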
Numbers without * were called inactive; i = inactive; ? = inconclusive; . = no result given; + = active, no number. Rule as the data show it, unless noted: active = inhibition above about 50%; inactive = the rest.

SMILES	human PMI inhibition	Autophagy HCS	Autophagy HCS cell loss 18 h	Ins promoter up	Ins promoter up cell count	bCat nuc transl	bCat nuc transl cell count 5 µM	T cell modulator	T cell modulator vesicle-bound %	Lipid droplet	Lipid droplet cells 6.5 µM	human PMI inhibitors	TNAP activation fold	MT stabilizer	MT stabilizer Hoechst-high %	MT stabilizer cytotoxicity %
CCc1ccc(-n2nc3ccc(NC(=O)c4ccc5c(c4)OCO5)cc3n2)cc1	-3%	i	-7	.	.	.	.	i	20	14	813	-1%	1	1.0	1.1	6.9
Cc1ccc(Cn2cnc3ccccc32)cc1C	-10%	i	3	-0.84	940	-2.8	538	i	42	-42	645	-12%	1	2.5	2.8	5.5
Cc1cc(C)nc(SCCN(C)C)n1	0%	i	3	0.05	1424	1.0	1049	i	55	10	749	-10%	1	2.1	1.5	4.9
O=S(=O)(c1ccc(-n2cnnn2)cc1)N1CCC(N2CCCCC2)CC1	-7%	i	-20	-0.24	1023	0.4	1046	i	7	-2	667	-10%	1.1	3.9	2.0	5.3
CC(NC(=O)c1cc2sccc2n1C)c1ccc2c(c1)OCCO2 (stereo not given)	16%	i	-3	0.93	1823	0.9	1032	i	46	21	663	10%	1.1	5.2	3.5	6.8
COc1ccc2cc3c(N)nn(C(=O)Cc4ccc(Cl)cc4)c3nc2c1	-6%	i	9	0.37	966	0.0	1195	i	37	.	.	2%	0.8	4.6	2.2	8.1
Cc1onc(-c2c(F)cccc2Cl)c1C(=O)OCC(=O)NC(N)=O	-5%	i	3	0.26	1103	-2.3	1081	i	29	5	707	4%	1	3.2	3.1	7.2
CCOC(=O)c1ccc(NC(=O)CN2C(=O)CNC2=O)cc1	-2%	i	-6	0.31	1042	-0.7	1195	i	11	0	737	11%	1.1	3.3	2.2	5.6
CCc1sc(-c2ccccc2)nc1C(=O)OC	.	.	.	-0.57	1466	-7.1	1238	i	37	0	648	.	.	.	.	.
C=CCc1c(C)nc(SC)nc1Nc1ccc(C(=O)O)cc1	2%	i	-7	0.74	1764	-0.4	1046	i	17	-7	619	-7%	1.1	2.7	1.8	6.2
Cn1c(NCc2ccco2)nc2c1c(=O)n(Cc1ccc(Cl)cc1)c(=O)n2C	11%	i	-10	0.4	1232	-1.2	1122	i	56	-50	756	4%	1	1.6	0.9	0.2
CCCCCC[n+]1c(-c2ccccc2)csc1Nc1ccccc1	2%	i	-11	-0.15	1459	0.3	1073	i	42	-27	634	-3%	0.8	3.3	2.7	7.1
CNc1ccccc1C(C)(C)c1cc(-c2cc(C)cc(C)c2)no1	13%	i	13	-0.66	1575	-0.7	1128	i	49	7	636	4%	1.2	1.7	3.2	8.9
CCOc1cc(N2CCOCC2)c(OCC)cc1NC(=O)c1ccc(=O)n(Cc2ccccc2)n1	-7%	.	.	-1.3	1088	-3.2	981	.	.	.	.	8%	1	.	.	.
CCc1cc(=O)oc2cc3occ(-c4ccc(OC)c(F)c4)c3cc12	9%	+	36*	-1	855	66*	169*	i	52	?	.	-1%	1	9.8	54	36
COc1ccccc1C(=O)Nc1ccccc1C(=O)N1C(C)CCCC1C (stereo not given)	10%	i	34	1.5	1575	2.5	943	i	53	10	702	7%	1	3.0	0.8	1.2
CCOCCc1nnc(NC(=O)COC)s1	-1%	i	-4	.	.	.	.	i	17	0	718	0%	1.1	3.4	2.6	9.0
Clc1ccc2nnnc(-c3ccccc3)c2c1	-1%	i	7	?	.	34	270	i	41	.	.	-2%	1.1	3.2	2.8	9.1
CC(C)=CCC(C)(C)/C=N/NC(N)=O	.	.	.	-0.34	1120	1.3	1192	i	34	1	664	.	.	.	.	.
CCCCc1ccc(-n2c(Cc3cccs3)n[nH]c2=S)cc1	18%	i	35	-0.38	1454	-1.9	1061	i	48	9	659	15%	1.9	6.0	0.7	6.9
CC(C)CC(C(=O)Nc1ccc2c(c1)OCCO2)N1C(=O)c2ccccc2C1=O (stereo not given)	-14%	i	-8	0.2	953	0.3	1200	i	32	.	.	0%	1	1.1	1.1	7.7
O=C(c1ccco1)N1CCN(C(=O)c2cc(-c3ccccc3)nc3ccccc23)CC1	-8%	i	1	-1.3	1436	-0.1	1340	i	24	.	.	-9%	1.1	2.8	1.8	3.9
Cc1ccc(-c2nc(Nc3cccc(C)c3)sc2CC(=O)O)cc1	-25%	i	2	-0.04	1346	0.0	1059	i	18	6	713	1%	1	7.0	1.3	6.7
COc1ccc(Cl)cc1NC(=S)N1CCN(C(=O)C2CCCO2)CC1 (stereo not given)	-5%	i	13	0.6	1494	2.7	984	i	17	3	730	-3%	1.1	3.5	1.9	7.7
O=S(=O)(Cc1ccccc1Cl)NCCOc1ccccc1	-6%	i	-8	1.6	1135	.	.	i	20	32	672	-8%	1.1	1.3	2.4	3.6

Compound profiles (already shown). Screens in order: human PMI inhibition	Autophagy HCS	Autophagy HCS cell loss 18 h	Ins promoter up	Ins promoter up cell count	bCat nuc transl	bCat nuc transl cell count 5 µM	T cell modulator	T cell modulator vesicle-bound %	Lipid droplet	Lipid droplet cells 6.5 µM	human PMI inhibitors	TNAP activation fold	MT stabilizer	MT stabilizer Hoechst-high %	MT stabilizer cytotoxicity %
`CCOC(=O)c1ccc(NC(=O)CN2C(=O)CNC2=O)cc1` in the list: -2%	i	-6	0.31	1042	-0.7	1195	i	11	0	737	11%	1.1	3.3	2.2	5.6
`O=S(=O)(c1ccc(-n2cnnn2)cc1)N1CCC(N2CCCCC2)CC1` in the list: -7%	i	-20	-0.24	1023	0.4	1046	i	7	-2	667	-10%	1.1	3.9	2.0	5.3

(listing goes on)
SMILES	human PMI inhibition	Autophagy HCS	Autophagy HCS cell loss 18 h	Ins promoter up	Ins promoter up cell count	bCat nuc transl	bCat nuc transl cell count 5 µM	T cell modulator	T cell modulator vesicle-bound %	Lipid droplet	Lipid droplet cells 6.5 µM	human PMI inhibitors	TNAP activation fold	MT stabilizer	MT stabilizer Hoechst-high %	MT stabilizer cytotoxicity %
Cc1ccc(C(=O)Nc2ccc(C(=O)N/N=C/c3c[nH]c4ccccc34)cc2)cc1	10%	i	-5	-0.1	1421	-0.7	1073	i	62	11	664	11%	1	3.4	2.6	10
CCCc1[nH]nc2c1C(c1cc(OC)ccc1F)C(C#N)=C(N)O2 (stereo not given)	0%	i	-4	.	.	-2.0	825	i	5	.	.	2%	1	2.4	1.7	3.6
COC(=O)c1c(-c2ccccc2Cl)noc1-c1cnc(N)nc1C(F)(F)F	.	.	.	-0.07	936	-0.1	1354	i	26	2	618	.	.	.	.	.
COc1ccc(N2CC(O)(c3ccc(F)cc3)[N+]3=C2CCCC3)cc1 (stereo not given)	-7%	i	15	0.13	1624	-2.6	1128	i	34	-6	648	-8%	1.1	5.3	2.5	9.2
CC(=O)Nc1sc(NC(=O)c2ccc(Cl)cc2)nc1-c1cccs1	7%	i	16	0.59	1415	0.0	1398	i	36	.	.	0%	1.1	2.7	1.7	7.2
Cc1ccccc1Cn1nc(C)c(NC(=O)c2cc(CC(C)C)on2)c1C	.	.	.	-0.07	959	0.5	1312	i	48	3	751	.	.	.	.	.
CS(=O)(=O)c1ccc(Cl)c(NC(=O)CCl)c1	-4%	i	6	0.29	946	-2.1	1118	i	2	-5	711	11%	0.9	7.0	4.1	3.5
COC(=O)c1cc(-c2c(C)oc3cc(OC(C)C)ccc3c2=O)c(C)o1	2%	i	-7	0.47	1212	-2.9	1157	i	42	.	.	-3%	1	3.8	2.3	7.1
O=C(COC(=O)/C=C/c1ccccc1Cl)NCc1ccccc1	1%	i	22	-0.1	2154	0.0	975	i	4	-2	631	-13%	1.1	2.2	1.7	4.2
CS(=O)(=O)N(Cc1cc2ccccc2[nH]c1=O)C1CCCCC1	1%	i	-6	-0.11	1538	1.1	1355	i	67	.	.	2%	1.1	4.3	2.6	5.4
O=C(CN1C(=O)CC(c2ccccc2)=Nc2ccccc21)NCc1ccco1	-2%	i	-8	2.8	1135	.	.	i	48	-7	742	-17%	1.1	3.2	1.8	5.1
CN1CCC(=NNC(=O)CN(c2cccc(Br)c2)S(C)(=O)=O)CC1	-13%	i	-1	0.47	1303	1.1	1129	i	32	1	707	3%	1.1	3.3	1.5	1.3
CCOCCCNc1ccc(N2C(=O)C3CCCCC3C2=O)cc1[N+](=O)[O-] (stereo not given)	-5%	i	5	-1.8	1282	-0.1	1087	i	16	16	677	-7%	0.9	4.4	3.7	7.0
CCCCCC(=O)NC(=S)Nc1ccc(NC(=O)c2ccco2)cc1	4%	i	10	0.17	1218	-0.8	535	i	45	36	756	8%	1.1	3.4	2.7	1.1
Cc1nc(NC(=O)/C=C/c2ccc(C(C)(C)C)cc2)sc1C(=O)N(C)C	18%	i	-10	-0.1	1308	-2.1	530	i	30	-13	632	18%	1.1	3.2	3.7	5.0
N#Cc1nc(COc2ccccc2)oc1N1CCOCC1	7%	i	-6	-0.42	1380	.	.	i	34	-17	669	6%	1.1	2.5	1.8	3.8
Cc1cc(=O)[nH]c(SCc2nc3ccccc3s2)n1	-3%	i	7	2.1	1237	-4.6	850	i	27	.	.	-2%	1	3.2	2.6	11
O=C(Nc1cccc(Cl)c1)C1=Cc2cc(Cl)ccc2OC1	16%	i	10	0.08	863	5.3	1008	i	37	-15	805	14%	1	1.4	0.7	5.0
COc1ccc(/C=C/C(=O)NCCNC(=O)c2ccccc2)cc1OC	0%	i	6	-0.62	1405	3.4	948	i	31	21	725	4%	1.1	3.1	1.4	7.3
O=C(NCCc1ccccc1)C1CCN(C2CCN(Cc3ccc(CO)o3)CC2)CC1	.	i	26	1	1610	-0.4	1632	i	52	23	703	.	1.1	1.4	2.3	8.1
COc1ccccc1-c1nn2c(C(F)(F)F)nnc2s1	8%	i	21	0.3	1042	-2.9	716	i	26	.	.	7%	1.1	14*	6.5*	3.5*
COc1cccc(NC(=O)N2CCN(C(=O)C(Cc3ccc(OC)c(OC)c3)NC(C)=O)CC2)c1 (stereo not given)	-6%	i	1	.	.	5.8	581	i	36	0	780	-2%	1	4.3	1.9	85
COc1ccc(CCNC(=O)CSc2nc(C)nc3c2c(=O)n(C)c(=O)n3C)cc1OC	15%	.	.	2.5	1498	-0.4	1030	i	12	-6	641	15%	1	.	.	.

From PubChem
